USP2a inh: USP2a (human) protease inhibition; AID 463254; Potency, µM (highest dose often 38.3 µM), for the others: at the top dose activity change, negative = inhibition, usual class: inhibitors; actives 0.01% (n = 330,000); USP2 core, Ub-CHOP2 coupled fluorogenic reporter, 485/531;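 also: potency is read from the fitted curve at half-maximal effect; plate controls were DMSO wells for no effect and full inhibition by NEM control for full effect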
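USP2 core (10nM final) preincubated 30min RT with compound in 20mM Tris-HCl pH 8.0, 2mM CaCl2, 2mM beta-mercaptoethanol, 0.05% CHAPS; 25nM Ub-CHOP2 plus 25nM reporter substrate added, fluorescence (Ex485/Em531) read after 60min.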
uPA surface inh: inhibitors of cell surface uPA generation | AID 540303 | actives 0.31% (n = 330,000) | Potency, µM (doses to about 38.3 µM), inactives show at the top dose activity change, negative = inhibition, hits mostly inhibitors | cell surface uPA generation assay, qHTS; active = well fitted inhibition curve with a large enough effect; inconclusive = small, poorly fitted or top-dose-only effect; inactive = no such curve, though single readings can be large or run the other way; tested in mouse RAW 264.7 cells; also: potency is read from the fitted curve at half-maximal effect; nearly all actives have a fitted effect of over 55% in size
Giardia kill: Giardia lamblia killing | Giardia lamblia trophozoite viability | activity change, % at 7.66 µM, hits read low | actives 0.15% (n = 340,000); in the data active = activity change below about -80%; inconclusive = between about -30% and that limit;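 also: parasites exposed to compound for two days anaerobically before the ATP read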
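Luminescence from cellular ATP indicates surviving trophozoites (100 cells/well) following 48 hrs anaerobic compound treatment at 37 deg C; signal develops 15-30 min at room temperature.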
Eya2 inh: inhibitors of human Eya2 phosphatase activity. Potency, µM (doses to about 76.9 µM), inactives show at the highest dose activity, negative = inhibition, actives largely listed as inhibitors. actives 0.006% (n = 330,000). recombinant Eya2, OMFP fluorescence dephosphorylation (OMFP is methylfluorescein phosphate); also: potency is read from the fitted curve at half-maximal effect
Target sequence (O00167 whole entry, looked up): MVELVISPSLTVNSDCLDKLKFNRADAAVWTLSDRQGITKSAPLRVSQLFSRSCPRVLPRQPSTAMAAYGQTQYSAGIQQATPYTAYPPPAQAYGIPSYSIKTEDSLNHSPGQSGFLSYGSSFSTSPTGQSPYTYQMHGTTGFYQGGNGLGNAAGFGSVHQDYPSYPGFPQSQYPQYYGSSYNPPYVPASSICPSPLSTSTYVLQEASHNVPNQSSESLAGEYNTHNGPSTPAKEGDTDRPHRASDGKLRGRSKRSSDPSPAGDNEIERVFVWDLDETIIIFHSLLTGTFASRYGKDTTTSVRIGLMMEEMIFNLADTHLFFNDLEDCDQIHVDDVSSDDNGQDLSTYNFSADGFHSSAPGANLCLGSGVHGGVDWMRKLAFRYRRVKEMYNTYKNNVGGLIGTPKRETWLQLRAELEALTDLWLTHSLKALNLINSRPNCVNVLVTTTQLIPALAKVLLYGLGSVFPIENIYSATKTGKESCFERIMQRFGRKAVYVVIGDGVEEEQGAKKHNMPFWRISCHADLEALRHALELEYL
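Eya2 protein (added as 0.2 uM solution) was preincubated with compound for 10 min at ambient temperature in 50 mM HEPES pH 7.5, 50 mM NaCl, 5 uM MgCl2, 0.05% BSA, 1 mM DTT. OMFP (added at 50 uM) then reacted 10 min; fluorescence read at 485/525 nm.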
Chronic BCR inh: inhibitors of chronic active B-cell receptor signaling; ABC-DLBCL IkBa-CBG/CBR reporter, luminescence ratio, 4 h; Potency, µM (series often up to 46.1 µM), without a hit: at the top dose ratio change, negative = lower green/red ratio, most hits filed as inhibitors; actives 0.05% (n = 340,000); active = well fitted inhibition curve with a large enough effect in the signal ratio, with a control signal flat, not every such curve was filed as active; inconclusive = small, poorly fitted or top-dose-only effect, or effect the other way, or a change in a side signal; the % refers to the signal ratio;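 also: potency is read from the fitted curve at half-maximal effect; plate controls were basal doxycycline-induced cells for no effect and cells given 10 µM MG132 for full effect; MG132 reads +100%, hits lower the ratio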
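TMD8 human ABC-DLBCL cells with doxycycline-inducible IκBα–green luciferase fusion and unfused red luciferase, in 0.5% FBS medium; compounds up to 46 uM, 4 h at 37C. Green/red luminescence ratio, filter-overlap corrected, fitted to concentration-response curves.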
PKM2 activator: PKM2 (human) enzyme activation; actives 0.34% (n = 260,000); Potency, µM (doses to about 57.5 µM), inactives show at the highest dose activation, most hits filed as activators; P14618; purified PKM2, Kinase-Glo ATP luminescence, activation; response scale: 0% is enzyme alone, no compound; also: potency is read from the fitted curve at half-maximal effect; nearly all actives have a fitted effect of over 55% in size
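Kinase-Glo luminescence reports ATP generated from ADP (0.1 mM) and PEP (0.5 mM) by purified hPK-M2 after 1 h at room temperature, pH 7.2 imidazole buffer; intermediate enzyme activity allows detecting inhibitors and activators.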
GALK inh: inhibitors of human galactokinase. P51570. Purified GALK, Kinase-Glo residual ATP luminescence. Potency, µM (highest dose often 57.5 µM), inactives show at the highest dose activity change, negative = inhibition, hits mostly inhibitors. actives 0.007% (n = 270,000); also: potency is read from the fitted curve at half-maximal effect
Target sequence (P51570 whole entry, looked up): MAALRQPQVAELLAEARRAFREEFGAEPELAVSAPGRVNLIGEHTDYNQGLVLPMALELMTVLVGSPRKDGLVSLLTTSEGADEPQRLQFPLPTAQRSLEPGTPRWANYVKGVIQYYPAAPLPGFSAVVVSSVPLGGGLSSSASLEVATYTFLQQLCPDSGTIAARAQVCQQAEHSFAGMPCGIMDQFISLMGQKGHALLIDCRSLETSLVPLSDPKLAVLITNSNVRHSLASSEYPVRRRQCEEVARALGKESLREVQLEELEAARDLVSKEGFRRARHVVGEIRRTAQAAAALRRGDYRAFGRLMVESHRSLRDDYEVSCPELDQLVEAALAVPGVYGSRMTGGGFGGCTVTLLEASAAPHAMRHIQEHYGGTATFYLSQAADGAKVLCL
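Human GALK (5 nM) with 35 uM ATP and 100 uM galactose in 20 mM HEPES pH 8.0, 5 mM MgCl2, 60 mM NaCl, 1 mM DTT, 0.01% BSA. After 1 h at room temperature, leftover ATP was read by Kinase-Glo Plus luminescence.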
B2AR arrestin: agonists driving beta-arrestin recruitment to human beta2-adrenergic receptor; AID 492947; actives 0.02% (n = 330,000); P07550; Potency, µM (doses to about 46.1 µM), for inactives: at the highest dose activation, hits mostly activators; beta-arrestin recruitment to beta2AR, cell-based reporter;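 also: potency is read from the fitted curve at half-maximal effect; 0% = DMSO controls and full agonism = EC100 isoproterenol or metaproterenol; nearly all actives have a fitted effect of over 65% in size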
KCNH2 3.1 block: blocks the human KCNH2 3.1 channel isoform. U2OS KCNH2 3.1, thallium flux FluxOr; active compounds read low. activity change, % (tested at about 1.8 µM). actives 0.95% (n = 340,000);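 active = maximum activity change below -70%; inconclusive = maximum activity change from -70% to -50%; inactive = maximum activity change above -50%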;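 also: thallium influx rate constant from kinetic fluorescence after stimulation buffer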
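FluxOr-based Tl+ influx in U2OS cells transduced with KCNH2 3.1 virus; rate constants normalized to DMSO controls.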
KCNH2 WT inh: inhibitors of human wildtype KCNH2 potassium channel | Q12809 | U2OS, BacMam KCNH2, thallium flux FluxOr; active compounds read low | activity change, % at 1.84 µM | actives 0.37% (n = 340,000);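 active = maximum activity change below -70%; inconclusive = maximum activity change between -70% and -50%; inactive = maximum activity change above -50%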
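U2OS cells transduced with wild-type KCNH2 virus are loaded with FluxOr dye for 45 min, and thallium flux is measured in kinetic reads before and after stimulation buffer. Rate constants are normalized to DMSO controls.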
FBPA coupling cs: counter-screen for Giardia aldolase inhibitors: coupling enzyme system; activity change, negative = inhibition, % at 58.2 µM, hits read low; coupling enzyme system counterscreen, AmpLite Red fluorescence; actives 0.67% (n = 290,000); AID 2472; in the data active = activity change below about -30%
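First, compound is pin-transferred into glyceraldehyde-3-phosphate coupling-enzyme reagent at 57.5 uM final and held 10 min at RT. Next, substrate, coupling system and AmpLite Red are added. After 20 min RT, fluorescence (525/598 nm) is read.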
Active calls of the source: *; ? = inconclusive; . = not tested or not shown; ! = not confirmed by another sample; [ ] = another dose, or the depositor's remark. Unless noted, calls follow the shape of the dose curve; as a rule, active = well fitted curve in the direction sought with a large enough effect; inconclusive = small, poorly fitted or top-dose-only effect, or another doubt; inactive = no such curve, though single readings can be large; an effect the other way counts as inactive or inconclusive. Unless noted, % is scaled to controls: 0 for no effect and ±100 for the full control effect.

Order of values – USP2a inh	uPA surface inh	Giardia kill	Eya2 inh	Chronic BCR inh	PKM2 activator	GALK inh	B2AR arrestin	KCNH2 3.1 block	KCNH2 WT inh	FBPA coupling cs
COc1cccc(C2C3=C(CCCC3=O)Nc3nc(-c4cc(OC)c(OC)c(OC)c4)nn32)c1 (configuration not stated)
    0%	.	1	6%	0%	2%	-1%	-0.3%	-2	-29	3
O=C(Cn1nnc(-c2ccccc2)n1)N/N=C/c1ccco1
    0%	-4%	-10	2%	-1%	0%	10%	0.1%	15	0	4
CC(=O)c1cccc(NC(=O)C2CCCN(S(=O)(=O)c3ccccc3)C2)c1 (configuration not stated)
    0%	11%	11	-13%	-18%	2%	0%	0.0%	1	-10	0
Cc1cc(N2CCOCC2)nc(-c2ccc([N+](=O)[O-])cc2)n1
    0%	2%	-9	-3%	-2%	6%	.	10%	-6	5	3
CC1(OC(=O)C2CCCC2)C(=O)C=C2C=C(c3ccsc3)N(C(CO)CO)C=C2C1=O (configuration not stated)
    -4%	9%	-22	7%	?	-14%[11.5 µM]	-1%	-0.4%	6	-6	-31*!
O=C(CSc1nnc(SCc2ccc(Cl)cc2)s1)N1CCOCC1
    1%	1%	-4	9%	1%	0%	6%	-0.9%	-3	-7	0
Oc1ccccc1-c1nnc(-c2ccc(C(F)(F)F)cc2)o1
    0%	1%	-1	-18%	?	-5%	-1%	-0.8%	2	-1	3
O=C(N/N=C/c1cc2c(cc1Cl)OCO2)c1ccncc1
    3%	5%	2	-3%	3%	7%	.	-1.4%	-22	-4	0
COC(=O)CCSc1nc(N2CCOCC2)c2c(c1C#N)CC(C)(C)OC2
    5%	-2%	-4	-14%	-3%	.	0%	-0.5%	15	3	6
O=C(NCc1cc([N+](=O)[O-])ccc1O)c1cccnc1Sc1ccc(Cl)cc1
    -2%	0%	-9	-1%	?	-9%	-2%	0.1%	-14	4	.
Cc1ccccc1Oc1nc2ccccn2c(=O)c1/C=C(\C#N)C(=O)Nc1c(C)n(C)n(-c2ccccc2)c1=O
    5%	-10%	-4	7%	-1%	7%	0%	-0.4%	-14	13	-1
COc1ccc(C(=O)N=C2SC3CS(=O)(=O)CC3N2c2ccc(N(C)C)cc2)cc1OC (configuration not stated)
    -1%	?	-1	15%	1%	.	2%	-0.3%	0	-6	.
N#Cc1ccccc1NC(=O)CSc1nnc(-c2ccncc2)o1
    0%	-3%	16	-4%	1%	4%	3%	-0.7%	-11	2	-3
COc1ncnc2sc(-c3ccccc3)cc12
    1%	-2%	14	-4%	5%	-23%	13%	0.2%	-11	3	-1
Oc1ccc(F)cc1-c1cc(-c2ccc3c(c2)OCCO3)n[nH]1
    7%	-1%	0	-15%	.	1%	-5%	0.1%	-4	-23	-5
CCN1C(=O)CC(c2ccc(OC(C)C)cc2)C1=O (configuration not stated)
    0%	-3%	13	-4%	1%	.	1%	-0.1%	-8	-11	0
CCOC(=O)c1cnc(SCc2nc(N)nc(Nc3ccccc3)n2)nc1N
    0%	4%	-5	-17%	?	-1%	-6%	-0.3%	-1	-7	0
Clc1ccc(Cn2c(-c3cccnc3Cl)nc3ccccc32)cc1
    -2%	.	1	-8%	-6%	-1%	.	-0.8%	0	17	-3
Clc1ccc(-c2csc(=Nc3cccnc3)n2CCCn2ccnc2)cc1Cl
    4%	1%	-2	3%	?	1%	3%	-0.8%	?	16	4
Cc1cc(C)n(-c2ccc(C(=O)NC(C)C)cc2)n1
    1%	-5%	-10	15%	?	-3%	3%	0.2%	1	-22	0

2 records picked at random from those above:
Order of values – USP2a inh	uPA surface inh	Giardia kill	Eya2 inh	Chronic BCR inh	PKM2 activator	GALK inh	B2AR arrestin	KCNH2 3.1 block	KCNH2 WT inh	FBPA coupling cs
CC(=O)c1cccc(NC(=O)C2CCCN(S(=O)(=O)c3ccccc3)C2)c1 (configuration not stated)
    0%	11%	11	-13%	-18%	2%	0%	0.0%	1	-10	0
Cc1cc(N2CCOCC2)nc(-c2ccc([N+](=O)[O-])cc2)n1
    0%	2%	-9	-3%	-2%	6%	.	10%	-6	5	3

Next part.
Order of values – USP2a inh	uPA surface inh	Giardia kill	Eya2 inh	Chronic BCR inh	PKM2 activator	GALK inh	B2AR arrestin	KCNH2 3.1 block	KCNH2 WT inh	FBPA coupling cs
CC(=O)N/C(=C\c1ccccc1)C(=O)NC(C)C(=O)O (configuration not stated)
    3%	6%	4	-5%	-1%	-1%	7%	-0.2%	-13	-18	0
CC(C)(OC(=O)c1ccc(C(F)(F)F)cc1)c1cc2ccccc2c(=O)o1
    0%	4%	-4	-6%	3%	.	.	0.0%	-34	-7	.
O=C(COC(=O)/C=C/c1ccco1)Nc1cccc([N+](=O)[O-])c1
    2%	-7%	12	-5%	4%	6%	0%	-0.7%	-1	3	6
CN(C/C=C/c1ccccc1)C1CCCCC1
    3%	-9%	1	4%	5%	-7%	-3%	-0.1%	.	0	0
CCCCN(Cc1ccco1)S(=O)(=O)c1c[nH]c(C(=O)OC)c1
    2%	-14%	27	13%	4%	.	0%	0.2%	8	0	2
CCCCC(=O)Nc1ccc(N2CCN(c3ccc(F)cc3)CC2)cc1
    2%	1%	-26	-6%	-1%	.	5%	0.2%	19	-2	1
O=C(CSc1nc2ccccc2n1CC(=O)N1CCCC1)Nc1ccc2c(c1)OCO2
    0%	.	11	-14%	12%	0%	-4%	0.1%	1	-10	0
COCCN(C(=O)COC(=O)CC1CCCCC1)c1c(N)n(Cc2ccccc2)c(=O)[nH]c1=O
    0%	7%	-6	-10%	-1%	-16%	1%	-0.4%	5	-28	.
O=C(Nc1nnc(-c2ccccc2)o1)C1CCCN1S(=O)(=O)c1cccs1 (configuration not stated)
    1%	-1%	15	9%	6%	.	.	-0.2%	-2	2	.
COc1cc([N+](=O)[O-])ccc1N/C=C/C(=O)c1cccs1
    12%	.	?	-5%	?	-28%	6%	-0.9%	-16	-23	-2
COc1ccc(N(C(C)C(=O)N/N=C(\C)C(C)(C)C)S(C)(=O)=O)cc1 (configuration not stated)
    4%	5%	12	-13%	0%	-5%	6%	0.3%	36	.	2
Cc1cnc(C(=O)OCC(=O)c2cccc3ccccc23)cn1
    0%	-2%	10	0%	?	.	.	-0.3%	6	-2	.
O=C(NCCc1ccccc1F)/C(=C/c1cccnc1)NC(=O)c1ccccc1
    5%	-20%	-1	-7%	0%	1%	1%	-0.5%	1	.	0
CS(=O)(=O)NCCNc1ccc(C(F)(F)F)cc1[N+](=O)[O-]
    2%	7%	-20	-3%	9%	17%	-3%	-0.1%	5	-9	1
Cc1ccc(C(C)C)c(OCC(=O)N2CCOCC2)c1
    0%	-3%	-2	-5%	-12%	0%	-1%	0.1%	0	-13	4
Cc1ccc(C(=O)NNC(=O)c2ccc3ccccc3c2O)cc1
    0%	-1%	-23	?	-11%	-2%	-3%	0.0%	24	6	1
O=C(NS(=O)(=O)Oc1cccc(F)c1)OC[C@@H]1CCCN2CCCCC12 (some centres not stated)
    0%	3%	-7	22%	-10%	-1%	-1%	0.2%	-14	27	-4
Cc1ccc(NC(=O)c2cccc(-n3cnnn3)c2)cc1Cl
    3%	7%	17	-5%	-1%	.	.	-0.2%	-4	-2	.
Cc1ccc(CN(C(=O)c2ccco2)C(C(=O)NC2CCCC2)c2ccc(N3CCOCC3)cc2)cc1 (configuration not stated)
    5%	3%	-8	-16%	2%	13%	-2%	-0.3%	1	6	3
COc1ccc(C2CC(c3cccs3)=NN2C(=S)Nc2ccccc2)cc1OC (configuration not stated)
    -5%	-1%	3	-4%	-11%	-11%	-3%	-0.1%	7	3	-3
CC1(C)CC(=O)C2=C(C1)NC(=O)CC2c1cccc(F)c1 (configuration not stated)
    1%	7%	-1	15%	?	-18%	9%	-0.3%	-7	20	-1
COc1ccc(C(=O)Nc2nnc(Cc3ccccc3)s2)c(OC)c1
    0%	0%	-6	9%	?	8%	-1%	-1.2%	?	21	8
O=C(CSc1nnc(Cn2c(=O)sc3ccccc32)n1-c1ccccc1)N1CCCCCC1
    -1%	-7%	-3	-2%	10%	2%	0%	-0.6%	-36	5	1
CCOC(=O)c1ccc(NC(=O)C2(c3ccccc3)CCCC2)cc1
    1%	.	1	-16%	18%	2%	-3%	0.3%	-10	18	-4
CCOC(=O)c1sc(N2N=C(C)/C(=C\c3ccc(OCC(=O)OC)cc3)C2=O)nc1C
    1%	-1%	-16	0%	-4%	8%	-4%	0.4%	-1	3	9
Cc1noc(C)c1-c1nnc(-c2ccc(C(F)(F)F)cc2)o1
    8%	-7%	0	13%	11%	6%	1%	0.2%	-17	-29	1
Cc1cc(NC(=O)c2cccs2)ncc1NC(=O)c1cccc(F)c1
    0%	7%	11	12%	?	0%	1%	-1.1%	-5	5	-6

Rows were taken by chance. About 2.4% of those tested had a hit in this group.
